# PPC-1+TRAIL kill: compounds killing PPC-1 cancer cells with TRAIL present (potentiator screen, no TRAIL-free arm); PPC-1 cells + TRAIL, ATPLite viability luminescence; cell killing (% activity), % at 4 µM; actives 0.41% (n = 220,000); AID 1443;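 active means cell killing above 50% in the first pass at 4 µM, then a duplicate retest at 5 µM averaging 50% or more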;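 further: plate controls were cells with TRAIL plus DMSO for no effect and medium-only wells lacking cells for full effect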
# TRPML3 ag: agonists of human TRPML3 channel. Q8TDD5. HEK293 TRPML3-YFP, Fluo-8 calcium fluorescence; 100% = the carbachol control signal. activation, % at 3 µM. actives 0.29% (n = 220,000);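 active means activation above its plate's cutoff, the mean activation of the plate's test wells plus 3 SD, cut at about 12% in these data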;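 further: 0% = DMSO only wells and 100% = carbachol wells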
#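 Test system: HEK293 cells stably carrying human TRPML3-YFP; Doses: single dose, 3 µM final nominal compound, 0.3% DMSO final; Schedule: dye loading 1 h 37 °C then 30 min ambient, 125 s read; Technique: Fluo-8 calcium fluorescence; Benchmarks: high control carbachol 87 µM, low control DMSO.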
# TRPN1 ag: agonists of zebrafish TRPN1 channel; actives 0.18% (n = 220,000); HEK293 zebrafish TRPN1-YFP, Fluo-8 calcium fluorescence; 100% = response to 87 µM carbachol; activation, % at 3 µM; AID 1424;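 active means activation above its plate's cutoff, the mean activation of test wells on that plate plus 3 SD, cut at about 19% in these data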;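 further: 0% = DMSO alone and 100% = 87 µM carbachol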
#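 Material: zebrafish TRPN1-YFP in HEK293 cells. Doses: one dose of 3 µM, 0.3% DMSO. Incubation: dye 1 h 37 °C plus 30 min RT. Measured by: intracellular calcium fluorescence with Fluo-8.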
# Cl transport mod: modulates chloride dependent transport by human KCC2; Q9H2X9; KCC2 cells, thallium flux FluoZin-2 fluorescence; B-score of Tl+ flux slope (higher = more flux/activation; lower = inhibition) at 10 µM; actives 2.2% (n = 190,000);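 active means thallium flux slope and its plate-corrected score both differing from the plate sample mean at a set confidence after two filtering rounds, in either direction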;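 further: slope of fluorescence scaled to starting intensity during 10 to 20 s after thallium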
# thrombin 1536: thrombin (human) inhibition; AID 1046; alpha-thrombin, Boc-VPR-AMC fluorogenic substrate cleavage; P00734; actives 0.26% (n = 220,000); inhibition, % at 5 µM;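 active means inhibition at or above 40%; inactive means inhibition below 40%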;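 further: 0% = enzyme with no compound and 100% = wells without enzyme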
#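 System: Human alpha-thrombin protein | Medium: pH 7.5 Tris (50 mM) with NaCl 150 mM, Tween 20 0.05% | Times: Enzyme reaction carried out at room temperature | Detection: AMC fluorescence, 355/460 nm | Evaluation: Percent inhibition scaled between no-compound controls and no-enzyme blanks | Benchmarks: Enzyme without compound as high, wells lacking enzyme as low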
# Tb hexokinase: T. brucei hexokinase 1 inhibition; recombinant TbHK1, G6PDH-coupled NADH A340; inhibition, % at 10 µM; actives 0.11% (n = 220,000);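 active means inhibition of 50% or more in the single-dose primary screen; inactive means inhibition below 50%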
# Furin inhibitor: human furin inhibition. purified furin, fluorogenic substrate cleavage. inhibition, % at 30 µM. actives 0.061% (n = 220,000). P09958; in the data active means inhibition above about 25%; further: inactives centre near -15
# Target sequence (P09958 108-714 limits assumed): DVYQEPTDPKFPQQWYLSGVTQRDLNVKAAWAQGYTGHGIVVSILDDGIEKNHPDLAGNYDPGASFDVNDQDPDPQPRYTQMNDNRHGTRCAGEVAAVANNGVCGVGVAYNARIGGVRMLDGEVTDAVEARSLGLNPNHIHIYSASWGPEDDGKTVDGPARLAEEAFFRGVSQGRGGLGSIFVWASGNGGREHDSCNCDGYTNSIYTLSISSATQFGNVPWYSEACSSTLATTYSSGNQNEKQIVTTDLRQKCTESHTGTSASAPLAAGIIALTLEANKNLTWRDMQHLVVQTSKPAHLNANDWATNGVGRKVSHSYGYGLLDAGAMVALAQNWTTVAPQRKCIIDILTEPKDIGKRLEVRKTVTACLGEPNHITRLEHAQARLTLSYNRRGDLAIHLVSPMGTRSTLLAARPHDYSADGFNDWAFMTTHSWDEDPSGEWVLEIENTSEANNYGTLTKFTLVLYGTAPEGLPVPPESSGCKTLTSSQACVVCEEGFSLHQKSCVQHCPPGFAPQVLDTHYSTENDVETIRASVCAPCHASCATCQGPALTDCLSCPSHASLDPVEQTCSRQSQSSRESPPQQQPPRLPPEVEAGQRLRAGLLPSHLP
# m-calpain inh: blocks pig calpain II enzyme activity; purified calpain II, fluorogenic peptide substrate, 30 min; inhibition, % at 16 µM; actives 0.37% (n = 220,000); AID 1236;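 active means inhibition above about 50%, limit read from the data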
# EBV gp42 block: EBV gp42 inhibition; Fluorescence polarization binding assay, mP read-out; inhibition, % (tested at 21.74 µM); actives 0.42% (n = 220,000); AID 1085; in the data active means inhibition above about 50%
# Target sequence (Q1HVG2 whole entry, looked up): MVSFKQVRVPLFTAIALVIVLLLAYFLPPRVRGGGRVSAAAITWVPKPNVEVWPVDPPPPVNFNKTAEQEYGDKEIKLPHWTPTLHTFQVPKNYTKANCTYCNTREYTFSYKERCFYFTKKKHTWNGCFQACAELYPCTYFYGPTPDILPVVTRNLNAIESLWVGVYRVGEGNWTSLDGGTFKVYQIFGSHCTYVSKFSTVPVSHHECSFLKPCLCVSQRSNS
# Active calls of the source: *; i = inactive; . = not tested or not shown; [ ] = remark or other dose.
SMILES,PPC-1+TRAIL kill,TRPML3 ag,TRPN1 ag,Cl transport mod,thrombin 1536,Tb hexokinase,Furin inhibitor,m-calpain inh,EBV gp42 block
Cc1cccc(C(=O)Nc2onc(C)c2C#N)c1,14,0.5,1.8,0.56,3,-13,-17[20 µM],2,-5
COc1cccc(N2CCN(Cc3nc4scc(-c5ccccc5)c4c(=O)[nH]3)CC2)c1,1,0.4,0.1,0.29,-10,-2,-15,7,-78
CCNc1ccc(C(=O)OCC)cc1NC(=O)c1cccc(S(=O)(=O)N(C)c2ccccc2)c1,6,-0.5,-1.6,-1.8,4,-4,-17,-38,-8
CCCCn1cnc2cc(NCc3ccncc3)ccc21,-8,0.5,-1.3,0.043,0,-2,-23[20 µM],13,-9
O=c1oc2ccccc2cc1-c1csc(NN=C2CCCC2)n1,11,-0.1,-1.6,0.18,-3,37,2,-5,-10
c1coc(-c2nc3c([nH]2)CCc2nonc2-3)c1,-14,0.8,-0.2,.,3,-24,-17[20 µM],-151,3
CCOC(=O)C1(Cc2ccccc2Cl)CCN(Cc2csc(C(C)=O)c2)CC1,12,-0.2,-2.4,.,-11,2,-16,-20,-21
O=c1cc(-c2ccccc2)oc2ccc(O)cc12,20,-1.5,-3.3,-0.16,-6,-19,-4,-9,-9
COc1cc(OC)cc(C(=O)NC2CC3CCC(C2)N3Cc2ccco2)c1 (stereo not drawn),10,0.1,1.3,0.22,4,-5,-24,-10,-5
O=C1NCCN/C1=C\C(=O)c1ccc(F)cc1,8,0.8,0.3,1.9,-9,-40,2,-3,-2
Cc1cc2cc(CCNC(=O)CC(C)(C)C)c(=O)[nH]c2cc1C,25,0.2,-0.4,1.1,-3,-11,-22,5,-15
COc1ccc(-n2cc(-c3ccc(OC(F)F)cc3)[n+]3c2CCCCC3)cc1,1,1.5,0.1,1.1,-4,11,-11,27,-3
Cc1nn(-c2ccccc2)c2sc(C(=O)O)cc12,4,0.1,0.5,-1.3,17,4,-7,8,-1
CC(=O)N(c1ccccc1Cl)S(=O)(=O)c1ccc(Cl)cc1,6,0.2,-0.1,0.66,-10,-7,-18,-10,-4
CCOC(=O)N1CCN(C(=O)C2CCCN(c3nc4ccc(OCC)cc4s3)C2)CC1 (stereo not drawn),0,-0.4,-0.1,-1.4,-5,-3,6,1,2

# Reformatted bar-delimited: part of the list above.
SMILES | PPC-1+TRAIL kill | TRPML3 ag | TRPN1 ag | Cl transport mod | thrombin 1536 | Tb hexokinase | Furin inhibitor | m-calpain inh | EBV gp42 block
O=c1cc(-c2ccccc2)oc2ccc(O)cc12 | 20 | -1.5 | -3.3 | -0.16 | -6 | -19 | -4 | -9 | -9
COc1cc(OC)cc(C(=O)NC2CC3CCC(C2)N3Cc2ccco2)c1 (stereo not drawn) | 10 | 0.1 | 1.3 | 0.22 | 4 | -5 | -24 | -10 | -5

# Back to the main list, repeating the three entries before the break.
SMILES,PPC-1+TRAIL kill,TRPML3 ag,TRPN1 ag,Cl transport mod,thrombin 1536,Tb hexokinase,Furin inhibitor,m-calpain inh,EBV gp42 block
Cc1nn(-c2ccccc2)c2sc(C(=O)O)cc12,4,0.1,0.5,-1.3,17,4,-7,8,-1
CC(=O)N(c1ccccc1Cl)S(=O)(=O)c1ccc(Cl)cc1,6,0.2,-0.1,0.66,-10,-7,-18,-10,-4
CCOC(=O)N1CCN(C(=O)C2CCCN(c3nc4ccc(OCC)cc4s3)C2)CC1 (stereo not drawn),0,-0.4,-0.1,-1.4,-5,-3,6,1,2
CC(=O)c1ccc2c(c1)OCCOCCOc1ccc(C(C)=O)cc1OCCOCCO2,5,0.3,0.3,0.18,-5,-9,-20,3,-4
CCCCN(CC)C(=O)c1cccc(Cl)c1,28,0.0,-1.5,0.32,2,-12,-27[20 µM],5,-15
Cc1ccc(S(=O)(=O)N2CC=C(C(=O)NCc3ccc(F)cc3)CC2)cc1,-9,-0.5,-2.5,-0.27,1,1,-21,-5,-18
COCC(=O)Nc1cc(C(=O)Nc2ccccc2C)ccc1Cl,4,-0.7,-0.7,.,1,-4,-20[20 µM],-18,-1
CC(C)(C)NC(=O)C(c1ccccc1)N(C(=O)c1ccco1)C1CC1 (stereo not drawn),6,0.7,0.1,-0.0091,6,3,-29,-24,-24
CC(=O)Nc1ccc(-c2csc(NNC(=O)c3ccccc3)n2)cc1,24,0.6,1.6,0.0039,3,6,-11,36,3
CCCC(=O)OCC(=O)Nc1cc(C(C)(C)C)nn1-c1ccccc1,34,-0.4,1.0,.,2,-7,-12,12,0
NC(=O)N/N=C/c1ccc(-c2cccc(C(F)(F)F)c2)o1,2,-1.9,-2.1,-0.028,-26,-32,-11,-10,-4
O=C(COc1ccccc1)N1c2ccccc2Sc2ccccc21,19,-0.5,-0.9,0.5,-3,0,-20,17,-23
CC(=O)Nc1cccc(NC(=O)Nc2cccc(F)c2)c1,10,1.3,1.2,0.29,-1,-2,-21,-25,-3
Cc1nn(C)c(C)c1S(=O)(=O)NCc1cccs1,4,0.6,0.0,.,1,5,-20,13,-20
Cc1ccc(-c2nc(N)n(C(=O)c3cccs3)n2)cc1,16,0.7,-0.1,0.011,3,-3,-26,-48,-5
O=C(NCC(O)c1ccc([N+](=O)[O-])cc1)C1CCCCC1 (stereo not drawn),-24,1.4,-0.5,-0.3,-5,-2,-26,-14,8
CCC(CO)NC(=O)c1cc2c(s1)CCC2 (stereo not drawn),7,0.1,-0.2,1.3,1,-2,-7[20 µM],-5,-26
CCCCOc1ncnc2c1[nH]c1ccccc12,21,2.6,3.2,0.15,-1,-5,-8,-72,-17

# 3 entries already listed, sorted by the value under Tb hexokinase, high to low:
Molecule | Tb hexokinase
Cc1nn(-c2ccccc2)c2sc(C(=O)O)cc12 | 4
CCOC(=O)N1CCN(C(=O)C2CCCN(c3nc4ccc(OCC)cc4s3)C2)CC1 (stereo not drawn) | -3
CCCC(=O)OCC(=O)Nc1cc(C(C)(C)C)nn1-c1ccccc1 | -7

# The results go on:
SMILES,PPC-1+TRAIL kill,TRPML3 ag,TRPN1 ag,Cl transport mod,thrombin 1536,Tb hexokinase,Furin inhibitor,m-calpain inh,EBV gp42 block
O=C(CN1CCCCC1)Nc1ccccc1Oc1ccccc1,4,-0.8,-4.0,-3.4,-3,3,-13,38,-20
Cc1ccccc1NC(=S)NCCc1ccccc1,12,-0.1,-1.3,-2.8,-2,-2,-25,-1,-4
COc1ccc(NC(=O)C(c2ccc(OC)cc2)N(C)C(=O)Cc2cccs2)cc1 (stereo not drawn),21,0.6,0.1,-0.028,-2,-5,-17,14,-12
CC(C)Cc1cc(C(=O)Nc2cc(C(F)(F)F)ccc2Cl)no1,18,1.4,-0.2,.,2,5,-26[20 µM],18,-4
O=C(NC(Cc1ccc2c(c1)OCO2)C(=O)N1CCCC1C(=O)O)c1ccccc1 (stereo not drawn),33,1.0,1.5,.,1,-8,-18,-17,-12
O=C(NCc1ccc2[nH]c3c(c2c1)CCCC3)c1ccc(S(=O)(=O)N2CCCC2)cc1,8,0.9,-1.1,-0.05,3,-1,-13,-68,4
COc1ccccc1C(=O)n1nc(-c2ccc(Cl)cc2)nc1N,47,-0.8,-0.4,0.26,10,1,-2[20 µM],-6,8
COC(=O)CNC(=O)c1c(C)cc(=O)oc1C,11,1.5,0.2,-0.022,-3,-3,-21[20 µM],-8,-19
CCOC(=O)CSc1nnnn1-c1cc(OC)c(Cl)cc1OC,2,0.7,-0.3,.,-8,36,-19,19,-10
CCc1ccc(S(=O)(=O)NCCc2cn3ccccc3n2)s1,-17,0.3,0.1,0.82,-3,3,-7,-7,-6
CCc1ccc(N2C(=O)c3sc4nnc(-c5ccccc5)c(=O)n4c3C2=O)cc1,29,-0.1,-1.5,-0.75,-1,-1,-21[20 µM],-65,-22
COc1cc(-c2nc(CN3CCCCC3CCNC(C)=O)c(C)o2)ccc1F (stereo not drawn),0,0.6,0.1,0.34,-9,0,-19,-24,-15
COc1ccc(/C=C2/N=C(SC3CCOC3=O)N(c3cccc(OC)c3)C2=O)cc1 (stereo not drawn),7,0.4,1.6,0.15,-9,-9,-7,-87,-25
COc1cc(/C=C(/NC(=O)c2ccccc2)C(=O)Nc2cccc(O)c2)c([N+](=O)[O-])cc1OC,-12,0.6,-1.2,-0.22,5,-13,-13[20 µM],4,-12
Cc1cc2nc(=O)c(/C=C3\C=Nc4ccccc43)c(N)n2o1,1,0.1,-0.2,-0.025,8,-4,1,-13,-36
O=C(Nc1ccc(Oc2ccccc2)cc1)C1CCCN(c2ncccn2)C1 (stereo not drawn),10,0.8,1.0,-0.64,4,-3,-10,45,8
COC(=O)c1ccc(NC(=O)c2ccccc2-c2ccccc2C(=O)O)cc1,31,0.6,1.9,-0.0085,-2,2,-22,-28,1
Cc1c(Cl)cccc1NC(=O)c1nc(C)n(-c2cc(OC(C)C)c(Cl)cc2Cl)n1,2,-0.3,0.1,-0.92,-7,-2,0[20 µM],-15,-16
Cc1cccc(C)c1NC(=O)CSc1nnc(-c2ccncc2)n1Cc1ccco1,12,-0.5,-0.3,2,0,-4,-6,5,-20
Cc1c(NC(=O)CSc2ccccc2C(=O)Nc2cccnc2)c(=O)n(-c2ccccc2)n1C,6,0.0,1.6,0.65,3,2,-19,7,-6
CCCCn1c(SCC(=O)Nc2nnc(CC)s2)nc2ccccc2c1=O,5,0.9,0.3,0.28,-7,-1,-13,6,-9
CC(C)c1ccc(C(O)P(=O)(OCc2ccccc2)c2ccc(N(C)C)cc2)cc1 (stereo not drawn),-1,-0.9,-2.1,-0.2,0,-11,-16,21,-3
C/C(CC(=O)NC(C)C)=N\NC(=O)COc1cc(C)c(Br)cc1Br,16,0.9,0.9,-1.8,-3,19,-26,-3,-7
O=C(c1ccc2nc3ccc(Cl)cc3c(=O)n2c1)N1CCOCC1,26,0.4,0.8,.,-7,-26,-26[20 µM],i,-8
C/C(=N\NC(=S)NCCc1ccccc1)c1ccc(Cl)cc1,19,-0.1,-1.7,6.2*,-9,9,0,21,6
O=C(O)c1ccc(-n2c(-c3ccccc3)n[nH]c2=S)cc1,6,0.4,0.9,.,-2,2,5[20 µM],10,-13
Cc1cc(C(=O)NCC(c2ccco2)N(C)C)no1 (stereo not drawn),14,0.1,-0.5,0.11,-1,0,-9[20 µM],0,-15
Cc1ccc(C)c(NC(=O)CS(=O)(=O)c2c[nH]c3ccccc23)c1,1,0.1,-0.1,-0.01,-5,4,-28,1,13
Cc1ccc(NC2=C(N3CCOCC3)C(=O)c3ccccc3C2=O)cc1,4,-0.3,-0.7,.,-1,2,-4[20 µM],24,-18
C=CCNC(=O)c1ccccc1NC(=O)c1cccc2ccccc12,6,-0.1,0.9,.,2,-4,-12[20 µM],1,-16
COCCNC(=O)c1csc2c1CCCC2,17,0.4,-0.4,-0.91,-7,-4,-27,17,7
Cc1ccc(OCCn2c(=S)[nH]c3c(N)ncnc32)cc1,14,0.5,-1.3,-0.57,-8,0,-37,-20,-27
CC1CCCC(NC(=O)CN(C)S(=O)(=O)c2cccc3cccnc23)C1C (stereo not drawn),-9,0.5,0.3,.,-11,-3,-9,-34,4
O=C1c2ccccc2NC(c2ccc(-c3ccc(Br)cc3)o2)N1O (stereo not drawn),4,-0.8,-1.6,8.6*,-14,1,-15[20 µM],-12,9
Cc1cc2ccccc2c(=O)n1CC(=O)Nc1ccc2c(c1)OCCO2,14,-0.9,-0.7,-1.4,-3,1,3[20 µM],2,-12
COCCNC(=S)NNC(=O)CSCc1ccc(Cl)cc1Cl,-12,0.5,-1.4,-0.12,0,7,-20,11,-9
